Compound activity (PubChem BioAssay)
Tau fluor counter: counter-screen for tau fibril formation inhibitors; 280,000 compounds, 0.93% hits; AID 1463; tau K18 P301L Alexa594 fluorescence, heparin fibrillization; Potency, µM (series often up to 57.7 µM), inactives show at the highest dose activity change, negative = decrease; note: nearly all actives have a fitted effect of over 55% in size
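Human tau K18 P301L (15 uM unlabeled, 0.24 uM Alexa 594-labeled) in 100 mM sodium acetate pH 7 with 20 uM heparin, 6 hr at 37 C. ThT 30 uM added, 1 hr ambient; Alexa 594 FP and total fluorescence read at 555/632 nm.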
Tau FP inhib: inhibitors of human tau fibril formation; P10636; K18 P301L tau heparin fibrillization, Alexa594 FP, 6 h; Potency, µM (doses to about 57.7 µM), without a hit: at the top dose activity, negative = inhibition, usual class: inhibitors; 280,000 compounds, 0.39% hits; AID 1468; note: nearly all actives have a fitted effect of over 55% in size
Target sequence (P10636 561-689 P618L limits assumed): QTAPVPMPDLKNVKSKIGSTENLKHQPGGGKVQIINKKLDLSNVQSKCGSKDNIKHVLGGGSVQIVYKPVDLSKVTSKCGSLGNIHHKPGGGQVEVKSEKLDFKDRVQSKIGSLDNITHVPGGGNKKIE
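K18 P301L tau (15 uM unlabeled/0.24 uM Alexa 594-labeled, final) + compound + heparin 20 uM final; 100 mM NaOAc pH 7; 6 hr 37 C; ThT 30 uM final added, 1 hr RT; FP ex 555/em 632 nm.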
Tau ThT inhib: tau fibrillization inhibition (ThT binding); P10636; recombinant tau K18 P301L, heparin-induced fibrillization, ThT fluorescence; Potency, µM (series often up to 57.4 µM), without a hit: at the highest dose activity, negative = inhibition, actives largely listed as inhibitors; 270,000 compounds, 2.1% hits; AID 1460; note: nearly all actives have a fitted effect of over 55% in size
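Using a mix of unlabeled (15 uM) and Alexa 594-labeled (0.24 uM) tau K18 P301L, heparin-triggered fibrillization over 6 hr at 37 C was scored by ThT fluorescence.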
An asterisk follows results filed as active. Calls come from the whole dose curve; as a rule, active = well fitted curve in the direction sought with a large enough effect; inconclusive = small, poorly fitted or top-dose-only effect, or another doubt; inactive = no such curve, though single readings can be large; an effect the other way counts as inactive or inconclusive. % is set by controls: 0 for no effect and ±100 for the full control effect; potency is the fitted concentration of half-maximal effect. This is a subset, so the mix of outcomes need not match the whole.

For COc1ccc(N2CC(NC(=O)/C=C\c3ccccc3)CC2=O)cc1 (stereo not drawn) the results were Tau fluor counter -9.1%, Tau FP inhib -8.9% and Tau ThT inhib -10.4%.
For CCOc1ccccc1NC(=O)CCn1nc(C)c(S(=O)(=O)N2CCCCC2)c1C the results were Tau fluor counter -5.0%, Tau FP inhib -1.8% and Tau ThT inhib 1.8%.
Screening CCOC(=O)c1c(NC(=O)COc2ccccc2)sc(C(C)=O)c1C returned Tau fluor counter -5.3%, Tau FP inhib -13.8% and Tau ThT inhib -7.0%.
CC(=O)C1=C(c2ccc(F)cc2)N(C(C)=O)n2c(nnc2C2CCCCC2)S1 was read as Tau fluor counter -13.2%, Tau FP inhib -15.0% and Tau ThT inhib inconclusive.
For O=C(CSc1cn(CC(=O)N2CCOCC2)c2ccccc12)Nc1ccccc1 the results were Tau fluor counter 1.4%, Tau FP inhib 6.7% and Tau ThT inhib -3.2%.
`Cc1ccc2nc(N3CCN(C(=O)C4COc5ccccc5O4)CC3)sc2c1` (stereo not drawn) gave Tau fluor counter -16.9%, Tau FP inhib -7.6% and Tau ThT inhib inconclusive.
Screening O=C1c2oc3ccccc3c(=O)c2C(c2ccccc2)N1Cc1ccc2c(c1)OCO2 (stereo not drawn) returned Tau fluor counter -11.0%, Tau FP inhib -0.2% and Tau ThT inhib -10.2%.
COc1ccccc1N1CCN(C(=O)C2CCN(S(=O)(=O)c3cn(C)cn3)CC2)CC1 was read as Tau fluor counter 2.1%, Tau FP inhib -0.9% and Tau ThT inhib 4.1%.
For COc1ccccc1C(=O)OCc1cc(=O)n2c(C)csc2n1 the results were Tau fluor counter -7.8%, Tau FP inhib -5.1% and Tau ThT inhib -6.8%.
`CCOC(=O)c1c(C)oc2nc(C)nc(N3CCN(c4ccccc4F)CC3)c12` gave Tau fluor counter -11.0%, Tau FP inhib -2.4% and Tau ThT inhib inconclusive.
For CCc1ccc(NC(=O)c2cnc3sc(N4CCCC4)nn3c2=O)cc1 the results were Tau fluor counter -4.1%, Tau FP inhib 0.0% and Tau ThT inhib 1.0%.
For O=C(c1ccc2c(c1)N(Cc1cccc(Cl)c1)C(=O)c1ccccc1S2(=O)=O)N1CCCCCC1 the results were Tau fluor counter -13.7%, Tau FP inhib -7.6% and Tau ThT inhib -1.3%.
Screening Cc1ccc(NC(=O)CSc2nc3nccnc3c(=O)n2CCc2c[nH]c3ccccc23)cc1C returned Tau fluor counter -10.7%, Tau FP inhib inconclusive and Tau ThT inhib 0.1%.
`COCCNC(=O)C(=O)NCC(c1cccnc1)N1CCN(c2ccccc2)CC1` (stereo not drawn) gave Tau fluor counter -15.7%, Tau FP inhib -9.1% and Tau ThT inhib -9.7%.
`COc1ccc(-n2ccn(CC(=O)Nc3ccc(C)cc3C)c(=O)c2=O)cc1` gave Tau fluor counter -8.3%, Tau FP inhib -9.0% and Tau ThT inhib inconclusive.
CCOc1ccc(CNC(=O)Cn2nc(N3CCN(c4ccccc4)CC3)ccc2=O)cc1 was read as Tau fluor counter -17.5%, Tau FP inhib 6.7% and Tau ThT inhib inconclusive.
For CCc1nc2ccc(C(=O)N3CCN(c4cccc(C)c4C)CC3)cc2nc1CC the results were Tau fluor counter -7.3%, Tau FP inhib 3.1% and Tau ThT inhib inconclusive.
COc1cc(NS(=O)(=O)c2ccc3c(c2)CCN3S(C)(=O)=O)cc(OC)c1 was read as Tau fluor counter -26.5%, Tau FP inhib -4.3% and Tau ThT inhib -6.3%.
Screening O=C(Nc1cccc(Cl)c1)N1CCSc2ccccc21 returned Tau fluor counter -9.3%, Tau FP inhib 2.5% and Tau ThT inhib -0.5%.
`Cc1ccc(CSc2nc3ccccc3c3nc(CCn4c(C)nc5ccccc54)nn23)cc1` gave Tau fluor counter -5.1%, Tau FP inhib 1.0% and Tau ThT inhib -7.0%.
`COc1ccc(NC(=O)CSc2cc(-c3ccccc3)nc(C)n2)cc1` gave Tau fluor counter -25.5%, Tau FP inhib -3.2% and Tau ThT inhib -8.6%.
Screening Cc1ccc(Cn2ccn(Cc3cccc(C(F)(F)F)c3)c(=O)c2=O)cc1 returned Tau fluor counter -14.3%, Tau FP inhib inconclusive and Tau ThT inhib -9.7%.
For CCOc1cccc(CNCCCSc2nnnn2C)c1 the results were Tau fluor counter 3.0%, Tau FP inhib 5.1% and Tau ThT inhib 3.0%.
Screening CCN1CCN(CCCNC(=O)c2cnn(-c3ccccc3Cl)c2C2CCN(C(=O)OC(C)(C)C)CC2)CC1 returned Tau fluor counter 0.6%, Tau FP inhib 0.6% and Tau ThT inhib 1.2%.
For CCN1C(=O)N(c2ccc(C(C)=O)cc2)S(=O)(=O)c2ccccc21 the results were Tau fluor counter -3.1%, Tau FP inhib -7.1% and Tau ThT inhib -1.2%.
For CCc1cccc(NC(=O)Cn2c(=O)n(-c3ccccc3C)c(=O)c3c2c2cc(C)ccc2n3C)c1 the results were Tau fluor counter -13.4%, Tau FP inhib -1.7% and Tau ThT inhib 15.1%.
For CC(=O)N1CCCC1c1nc2ccccc2n1Cc1ccccc1F (stereo not drawn) the results were Tau fluor counter -4.5%, Tau FP inhib 7.7% and Tau ThT inhib -12.3%.
O=C(CCCn1c(=O)c2cccn2c2ccccc21)Nc1cccc(Cl)c1 was read as Tau fluor counter -16.6%, Tau FP inhib -0.1% and Tau ThT inhib inconclusive.
`CC(=O)N1CCN(c2csc3ccc(Br)cc3c2=O)CC1` gave Tau fluor counter -22.0%, Tau FP inhib 4.0% and Tau ThT inhib inconclusive.
For COc1ccc(CCN2C(=O)CN(C3CCCCCC3)C(=O)C2c2ccc(C)cc2)cc1OC (stereo not drawn) the results were Tau fluor counter -5.0%, Tau FP inhib 0.2% and Tau ThT inhib -8.8%.
Screening COc1cc(NC(=O)Cn2nc(-c3ccc(C)c(C)c3)ccc2=O)cc(OC)c1 returned Tau fluor counter -3.4%, Tau FP inhib inconclusive and Tau ThT inhib inconclusive.
For Cc1ccc(CNS(=O)(=O)c2ccc3c(c2)CCN3S(C)(=O)=O)cc1 the results were Tau fluor counter -10.4%, Tau FP inhib -21.0% and Tau ThT inhib 3.7%.
Screening O=C(COc1ccccc1F)Nc1ccc2nc(SCC(=O)N3CCOCC3)sc2c1 returned Tau fluor counter -24.7%, Tau FP inhib -4.1% and Tau ThT inhib -13.6%.
`O=C(Cn1nc2c(cc1=O)CCCC2)NCc1ccccc1` gave Tau fluor counter -6.0%, Tau FP inhib 11.1% and Tau ThT inhib -2.5%.
Screening COc1ccc(CNS(=O)(=O)c2cnc(N)nc2)cc1 returned Tau fluor counter -10.4%, Tau FP inhib -1.7% and Tau ThT inhib -5.7%.
Screening O=C(NCc1ccco1)c1ccc2c(c1)N(Cc1ccc(Cl)cc1)C(=O)c1ccccc1S2 returned Tau fluor counter -21.9%, Tau FP inhib inconclusive and Tau ThT inhib -2.4%.
Screening O=C(NC1CCCCC1)c1ccc(Cn2c(SCc3ccccc3F)nc3cccnc32)cc1 returned Tau fluor counter -22.7%, Tau FP inhib -6.9% and Tau ThT inhib -17.9%.
For Cc1ccc(OCC(=O)Nc2nnc(SCc3cc(=O)c4ccccc4[nH]3)s2)cc1 the results were Tau fluor counter -11.4%, Tau FP inhib -2.0% and Tau ThT inhib -9.3%.
O=C(NCc1ccccc1Cl)c1ccc2c(c1)ncn2-c1cccc(F)c1 was read as Tau fluor counter -17.3%, Tau FP inhib 4.4% and Tau ThT inhib -14.7%.
For COc1ccccc1CNC(=O)CCC1N=C2c3ccccc3N=C(SCC(N)=O)N2C1=O (stereo not drawn) the results were Tau fluor counter -6.5%, Tau FP inhib -6.3% and Tau ThT inhib -2.7%.
For CCOc1ccccc1CNC(=O)C1CCCN(c2nnc(C)c3c(C)n(-c4ccccc4)nc23)C1 (stereo not drawn) the results were Tau fluor counter 6.3%, Tau FP inhib 0.8% and Tau ThT inhib -9.0%.
For COc1ccc(CC(=O)NCc2ccc3c(c2)CCN3C(C)=O)cc1OC the results were Tau fluor counter -1.5%, Tau FP inhib -5.2% and Tau ThT inhib -1.3%.
`Cc1ccc(S(=O)(=O)N2CCCc3cc(NC(=O)c4ccccc4Cl)ccc32)cc1` gave Tau fluor counter -18.4%, Tau FP inhib -11.5% and Tau ThT inhib 6.7%.
For COc1ccc(OC)c(NC(=O)CSc2n[nH]c(-c3ccccc3Cl)n2)c1 the results were Tau fluor counter -27.8%, Tau FP inhib -2.6% and Tau ThT inhib -16.1%.
CCOC(=O)Cc1ccc(NC(=O)N2CCC(CN3CCCCCC3)CC2)cc1 was read as Tau fluor counter -7.4%, Tau FP inhib -11.4% and Tau ThT inhib -16.7%.
COc1ccccc1CNC(=O)c1cnc2sc(N3CCCCCC3)nn2c1=O was read as Tau fluor counter -8.9%, Tau FP inhib 2.6% and Tau ThT inhib -6.5%.
CCN(Cc1ccc(OC)cc1)c1ccc(-c2nc(-c3ccncc3)no2)cc1[N+](=O)[O-] was read as Tau fluor counter -4.5%, Tau FP inhib -6.6% and Tau ThT inhib -1.2%.
For COc1ccc(S(=O)(=O)N(CC(=O)NCc2ccccc2OC)c2ccc(C)cc2)cc1 the results were Tau fluor counter -7.8%, Tau FP inhib 7.3% and Tau ThT inhib 2.7%.
Screening Cc1cc2[nH]c(=O)c(=O)[nH]c2cc1S(=O)(=O)N1CCN(c2cccc(Cl)c2)CC1 returned Tau fluor counter -16.6%, Tau FP inhib inconclusive and Tau ThT inhib -11.4%.
Cc1cc(Nc2ccc(F)cc2)nc(-n2nc(C)cc2C)n1 was read as Tau fluor counter 1.3%, Tau FP inhib 8.0% and Tau ThT inhib 2.0%.
`Cc1oc2ncn(CC(C)C)c(=O)c2c1C(=O)N1CCN(c2ccccc2F)CC1` gave Tau fluor counter 0.5%, Tau FP inhib -1.8% and Tau ThT inhib 1.0%.
COC(=O)c1ccc(NC(=O)CC2C(=O)N(c3cccc(C)c3)C(=O)N2C2CCCC2)cc1 (stereo not drawn) was read as Tau fluor counter inconclusive, Tau FP inhib -11.2% and Tau ThT inhib -3.0%.
`O=C(NCCc1ccccc1)C1(c2cccs2)CCOCC1` gave Tau fluor counter -8.6%, Tau FP inhib -19.5% and Tau ThT inhib -5.9%.
Screening Cc1cccc2sc(N(Cc3cccnc3)C(=O)c3cccs3)nc12 returned Tau fluor counter -20.3%, Tau FP inhib 10.4% and Tau ThT inhib inconclusive.
For Cc1ccc(CSC2=Nc3ccccc3C3=NC(CC(=O)NC4CCCCC4)C(=O)N23)cc1 (stereo not drawn) the results were Tau fluor counter -11.1%, Tau FP inhib 0.8% and Tau ThT inhib inconclusive.
O=C(NCc1ccc(F)cc1)C1CCN(c2ncnc3c2nc2n3CCCCC2)CC1 was read as Tau fluor counter 3.9%, Tau FP inhib -2.3% and Tau ThT inhib 7.9%.
`COc1ccccc1CNC(=O)CCc1c(C)nn(-c2ccc(N3CCOCC3)nn2)c1C` gave Tau fluor counter 4.5%, Tau FP inhib 5.8% and Tau ThT inhib -3.8%.
Screening O=C(NCCc1ccc(F)cc1)C(=O)NCC(c1ccco1)S(=O)(=O)c1ccccc1 (stereo not drawn) returned Tau fluor counter -13.6%, Tau FP inhib -14.1% and Tau ThT inhib -8.2%.
O=C(CN1CCCN(Cc2cccc(Cl)c2)S1(=O)=O)Nc1ccc2c(c1)OCCO2 was read as Tau fluor counter inconclusive, Tau FP inhib inconclusive and Tau ThT inhib -10.7%.
`Cc1ccc(-c2cc(C(=O)N3CCN(S(=O)(=O)c4ccc(Br)s4)CC3)[nH]n2)c(C)c1` gave Tau fluor counter -7.1%, Tau FP inhib -8.7% and Tau ThT inhib -2.8%.
Cc1ccc(C)c(N2CCN(S(=O)(=O)c3ccc(-c4cc(C(F)(F)F)on4)s3)CC2)c1 was read as Tau fluor counter -8.1%, Tau FP inhib -22.9% and Tau ThT inhib 0.4%.
For CC(=O)N1CCOc2cc(S(=O)(=O)Nc3cc(C(F)(F)F)ccc3Cl)c(C)cc21 the results were Tau fluor counter 19.9%, Tau FP inhib -6.7% and Tau ThT inhib inconclusive.
`Cc1cccc(NC(=O)CSc2nc(=O)n(Cc3ccco3)c3c2CCC3)c1C` gave Tau fluor counter 5.2%, Tau FP inhib 1.3% and Tau ThT inhib 0.3%.

Pulled by structure from the list above:
Cc1ccc(C)c(N2CCN(S(=O)(=O)c3ccc(-c4cc(C(F)(F)F)on4)s3)CC2)c1 was read as Tau fluor counter -8.1%, Tau FP inhib -22.9% and Tau ThT inhib 0.4%.
`Cc1ccc(-c2cc(C(=O)N3CCN(S(=O)(=O)c4ccc(Br)s4)CC3)[nH]n2)c(C)c1` gave Tau fluor counter -7.1%, Tau FP inhib -8.7% and Tau ThT inhib -2.8%.
Screening Cc1cc2[nH]c(=O)c(=O)[nH]c2cc1S(=O)(=O)N1CCN(c2cccc(Cl)c2)CC1 returned Tau fluor counter -16.6%, Tau FP inhib inconclusive and Tau ThT inhib -11.4%.
Cc1cc(Nc2ccc(F)cc2)nc(-n2nc(C)cc2C)n1 was read as Tau fluor counter 1.3%, Tau FP inhib 8.0% and Tau ThT inhib 2.0%.
